Screens (PubChem BioAssay)
LYPLA2 counter = LYPLA2 (human) inhibition in PME1 counter-screen. O95372. recombinant LYPLA2, FP-Rh probe fluorescence polarization. inhibition, % at 5.9 µM. 320,000 compounds, 0.38% hits;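 active = inhibition above the screen-wide mean plus 3 SD, limit set per campaign, cut at about 26% in these data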;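 note: 0% = LYPLA2 with DMSO and 100% = wells lacking LYPLA2 enzyme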
Target sequence (O95372 whole entry, looked up): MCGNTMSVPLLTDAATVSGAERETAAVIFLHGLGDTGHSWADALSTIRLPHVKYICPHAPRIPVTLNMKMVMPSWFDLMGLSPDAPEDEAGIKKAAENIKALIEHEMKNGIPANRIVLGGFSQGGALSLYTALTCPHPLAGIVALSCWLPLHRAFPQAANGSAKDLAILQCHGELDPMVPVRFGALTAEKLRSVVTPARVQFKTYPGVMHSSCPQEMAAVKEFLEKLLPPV
TPT1 inhibitor = C. albicans TPT1 enzyme inhibition; recombinant caTPT1, FP RNA substrate dephosphorylation; inhibition, % at 5 µM; 300,000 compounds, 0.81% hits; AID 1962;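 active = inhibition above the mean of all tested compounds plus 3 SD, set per screening campaign, cut at about 24% in these data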;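 note: plate controls were DMSO alone for no effect and ferristatin control at 100 nM for full effect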
Efflux pump mplx = blocks antifungal efflux pumps in multiplex yeast assay; S. cerevisiae Candida pump triplex, Nile Red efflux; inhibition, % at 10 µM; 330,000 compounds, 0.44% hits;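 active = plate passing quality check with inhibition over a set limit, or well fluorescence over plate mean plus 4 SD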;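 note: Nile Red retained in pooled yeast measured as flow cytometry median fluorescence; 0% = buffer negative control and 100% = Enniatin B positive control; higher means more Nile Red kept so more efflux inhibition; some compounds called inactive have numbers as strong as hits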
PP1 inh = counter-screen for PP5 inhibitors: inhibitors of human PP1-alpha. purified PP1alpha, OMFP fluorescence. 320,000 compounds, 0.9% hits. P62136. AID 2235. inhibition, % at 6.7 µM;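 active = inhibition above the mean inhibition of all tested compounds plus 3 SD, computed separately for each screening campaign, cut at about 15% in these data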
GASC-1 inh = human JMJD2C demethylase inhibition; Q9H3R0; GST-JMJD2C(1-420) H3K9me3 demethylation, DELFIA europium; inhibition, % at 2.35 µM; 330,000 compounds, 0.069% hits; AID 2099;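 active = more than half of a compound's replicate wells show inhibition beyond 50%, single wells judged on their own value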;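 note: signal counts dimethyl H3K9 product captured on neutravidin plate; 0% = median of DMSO wells and 100% = 0.3 times that DMSO median; strong numbers were not always called active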
PREPL inh = inhibits the human prolyl oligopeptidase-like enzyme | recombinant PREPL, fluorescence polarization activity-based probe | inhibition, % at 5.96 µM | 320,000 compounds, 0.68% hits | AID 2751; in the data active = inhibition above about 43%;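 note: 0% = enzyme with DMSO and 100% = wells lacking enzyme; many of its hits are not listed in these tables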
Target sequence (Q4J6C6 whole entry, looked up): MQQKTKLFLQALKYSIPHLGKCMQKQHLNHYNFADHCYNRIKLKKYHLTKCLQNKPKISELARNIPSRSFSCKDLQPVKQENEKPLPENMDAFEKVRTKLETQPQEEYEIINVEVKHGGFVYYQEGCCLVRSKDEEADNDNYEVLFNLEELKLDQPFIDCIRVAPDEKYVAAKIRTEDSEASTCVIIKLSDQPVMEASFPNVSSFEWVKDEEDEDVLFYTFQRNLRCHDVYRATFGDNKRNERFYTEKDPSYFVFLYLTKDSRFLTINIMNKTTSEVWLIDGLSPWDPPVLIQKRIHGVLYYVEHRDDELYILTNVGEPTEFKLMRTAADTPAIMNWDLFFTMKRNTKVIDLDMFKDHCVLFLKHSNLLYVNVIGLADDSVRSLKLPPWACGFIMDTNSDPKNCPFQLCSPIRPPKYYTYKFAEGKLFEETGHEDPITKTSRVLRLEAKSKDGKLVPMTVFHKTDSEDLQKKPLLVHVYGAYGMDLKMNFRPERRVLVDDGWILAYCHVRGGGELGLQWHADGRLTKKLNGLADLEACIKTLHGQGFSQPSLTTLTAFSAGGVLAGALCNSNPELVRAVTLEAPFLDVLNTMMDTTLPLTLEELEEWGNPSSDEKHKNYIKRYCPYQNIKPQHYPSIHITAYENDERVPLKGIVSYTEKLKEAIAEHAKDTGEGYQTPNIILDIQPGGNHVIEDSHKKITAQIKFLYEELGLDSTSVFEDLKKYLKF
PP5 inh = blocks human protein phosphatase 5 activity; P53041; purified PP5c, OMFP substrate fluorescence; inhibition, % at 6.7 µM; 320,000 compounds, 0.18% hits; AID 1987;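 active = inhibition above the campaign's mean inhibition across all tested compounds plus 3 SD, cut at about 9.5% in these data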;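 note: 0% = DMSO only and 100% = 100 µM cantharidin control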
core dimer inh = HCV core protein dimerization inhibition; 300,000 compounds, 0.33% hits; inhibition, % at 5 µM; TR-FRET GST/Flag-core106 dimerization, 1536-well;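 active = inhibition above the mean of all tested compounds plus 3 SD, set per screening campaign, cut at about 45% in these data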
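test system = GST/Flag-tagged HCV core106 proteins | probe or stimulus = Eu donor and XL665 acceptor anti-tag antibodies | times = compound-protein-antibody incubation 4 h at 22.5 °C | signal = TR-FRET, excitation 340 nm, emission 617 and 671 nm | measure = percent inhibition of core106 dimerization signal | controls = wells lacking GST-core106 and wells with excess unlabelled core106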
CTSL1 counter = cathepsin L1 inhibition, PFM18AAP counter-screen; inhibition, % at 5.96 µM; recombinant F. hepatica cathepsin L1, Z-Leu-Arg-MCA fluorescence; 300,000 compounds, 0.49% hits;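 active = inhibition above the mean of all tested compounds plus 3 SD, set per screening campaign, cut at about 17% in these data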;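 note: 0% = plate median of test compound wells and 100% = 1 µM Z-Phe-Ala-diazomethylketone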
The depositor's hits bear a star; . = not tested or not shown.

Each structure is followed by: LYPLA2 counter	TPT1 inhibitor	Efflux pump mplx	PP1 inh	GASC-1 inh	PREPL inh	PP5 inh	core dimer inh	CTSL1 counter
1. CCOC(=O)c1c(NC(=O)C(C)N2CCN(C(=O)c3ccco3)CC2)sc2c1CCCC2 (stereo not given)
    7	-1	0.2	5	0	15	6.1	16	1
2. COc1cc(/C=N/N=C(/N)c2nonc2N)cc(Br)c1OCc1ccccc1C
    -12	0	-0.1	0	6	-6	3.9	11	2
3. Clc1ccc2scc(CN3CCCC3)c2c1
    -4	0	0.0	0	5	2	1.0	1	0
4. COc1cccc(OC)c1OCCOc1ccc(C(=O)c2ccccc2)cc1
    -2	-2	0.2	0	3	-2	2.1	3	4
5. COc1ccc(C2C(C(=O)N3CCC(C)CC3)c3ccccc3C(=O)N2C)cc1 (stereo not given)
    5	-1	-0.1	-3	0	3	-0.1	-1	-1
6. CCCCN1C(N)=NC[C@@H]1C(C)O (stereo not given in full)
    1	0	0.1	-3	22	-2	0.9	-3	-2
7. O=C(COC(=O)c1ccccn1)NC12CC3CC(CC(C3)C1)C2
    3	0	-0.3	-2	-2	13	3.2	-2	-4
8. Cc1ccc(-c2ccc(S(=O)(=O)N3CC(C)OC(C)C3)cc2)cc1 (stereo not given)
    -3	-1	-0.1	1	2	-1	1.5	-7	-7
9. CCNC(=O)C(=O)NCC(c1cccs1)S(=O)(=O)c1ccc(C)cc1 (stereo not given)
    -11	2	0.5	1	31	7	-0.4	2	0
10. Cc1ccc(S(=O)(=O)NNC(=O)c2cnn(-c3ccccc3)c2-n2cccc2)cc1
    7	-4	0.1	-4	-11	12	3.9	1	6
11. O=C1ON=C(c2ccccc2)/C1=C/c1ccccc1
    2	-3	-0.1	-4	-17	-1	0.3	6	-2
12. CCOc1ccc(NC(=O)[C@H](C)NC(=O)C2CC(=O)N(c3ccc(OC)cc3)C2)cc1 (stereo not given in full)
    4	-3	-0.1	-2	9	5	0.5	-16	3
13. Cc1ccccc1NC(=O)Nc1cccs1
    -2	0	0.0	-1	-16	10	4.7	2	4
14. CCC(=O)N1CCc2cc(S(=O)(=O)NCCC(=O)Nc3ccc(OC)cc3)ccc21
    0	1	0.0	-6	-10	2	-3.4	2	-3
15. Cc1ccc(NC(=O)CSCC(=O)Nc2cc(Cl)ccc2N2CCOCC2)cc1
    2	-2	0.1	-8	-25	-5	1.2	-1	1
16. Cc1cc(N2CCOCC2)nc(SCc2ccc(Cl)cc2Cl)n1
    -1	6	0.3	10	-4	17	6.8	2	1
17. CCCCc1c(O)nc(SCC(=O)c2ccccc2)n(-c2ccccc2C)c1=O
    -5	-6	0.0	-3	-2	13	0.8	-6	3
18. COc1ccc(NC(=O)C2C3C=CC4(O3)C2C(=O)N(CCCN2CCCCC2)C4C(=O)NC2CCCC(C)C2C)cc1 (stereo not given)
    2	12	0.3	3	0	31	1.4	1	8
19. COc1ccc(Cn2c(SCc3ccc(C)cc3)nc3cc(OC)c(OC)cc3c2=N)cc1Cl
    0	2	0.1	21*	-13	35	5.7	-1	4
20. O=C(NCc1cccnc1)c1cc(-c2ccccc2)on1
    3	-2	0.0	2	7	-4	-1.1	2	-2
21. CCCCC1=CC2=CC(=O)C(C)(OC(=O)CCC(=O)OC)C(=O)C2=CO1 (stereo not given)
    1	9	0.5	8	4	1	3.4	11	-3
22. Cc1cc(C)c(C(=O)COC(=O)c2ccc([N+](=O)[O-])o2)cc1C
    1	1	-0.2	1	-28	12	2.1	11	-2
23. Cc1cccc2cc(CNCc3ccccc3)c(Cl)nc12
    -3	3	-0.1	-2	3	-3	-1.5	0	5
24. O=C(O)c1ccccc1N(c1ccccc1)c1ccccc1
    2	-2	0.0	-4	12	4	1.9	7	3
25. Cc1ccc(S(=O)(=O)N(CC(=O)N/N=C/c2cccc3c2OCCO3)c2ccccc2F)cc1
    -32	3	0.5*	8	-9	-25	0.8	31	1
26. CCOC(=O)N1CCN(CC(=O)Nc2cc(OCC)ccc2OCC)CC1
    7	0	0.0	0	.	5	2.4	0	-2
27. CCN(C(C)=O)c1nc(CSc2nnc(NC(C)C)s2)cs1
    -6	3	0.2	-3	-3	6	0.8	-3	-3
28. Cc1c(NC(=O)C2C3C=CC(C3)C2C(=O)O)c(=O)n(-c2ccccc2)n1C (stereo not given)
    -3	0	0.0	-2	-1	3	-0.3	-8	0
29. Cc1ccc(S(=O)(=O)N(C)C)cc1NC(=O)COC(=O)c1ccc2ccccc2n1
    0	.	-0.3	-3	.	4	-0.5	.	.
30. CC1=NN(C(=O)COc2ccc(C)c(C)c2)C(O)(c2ccc(Cl)cc2)C1 (stereo not given)
    4	-3	0.4	1	8	-33	2.2	-3	0
31. CCOC(=O)Cc1csc(SCc2nc3ccccc3c(=O)[nH]2)n1
    6	2	-0.1	-4	-3	18	1.7	1	-1
32. COc1ccc(C2c3ccc4ccccc4c3Oc3ncn(CCCO)c(=N)c32)cc1OC (stereo not given)
    -8	1	0.1	1	-2	20	1.9	0	0
33. CCCN(CC1CC1)C(=S)Nc1ccc(C(C)=O)cc1
    3	0	-0.3	-2	0	-5	-0.3	-2	0
34. c1ccc(-c2ccn3nnnc3n2)cc1
    -3	-2	-0.1	-3	-16	-6	1.4	-1	0
35. CN1CCN(C(=O)c2ccc3c(c2)N(Cc2ccc(F)cc2)C(=O)c2ccccc2S3=O)CC1 (stereo not given)
    -4	7	0.0	3	-2	7	3.9	-6	-2
36. CN(C)C(CNC(=O)c1ccc(S(=O)(=O)NCc2ccco2)cc1)c1ccccc1 (stereo not given)
    5	2	0.2	-1	-3	10	2.5	-4	-6
37. Cn1cc[n+](C)c1COc1ccc(C=O)cc1
    1	-1	-0.2	-1	17	0	-3.6	5	1
38. O=C(COC(=O)c1ccc2c(c1)C(=O)N(Cc1ccncc1)C2=O)Nc1ccccc1[N+](=O)[O-]
    6	-1	0.0	7	0	28	2.5	54*	-2
39. COc1ccc(Nc2nnc(SCC(=O)c3cc4ccccc4o3)s2)cc1
    -34	15	-0.1	9	6	-15	0.8	4	-1
40. CCOC(=O)c1c(NC(=O)c2ccnn2C)sc(C)c1C
    0	4	0.1	-4	2	15	3.0	-2	-1
41. CCC(C)(C)NC(=O)CN(C(=O)C(=O)Nc1ccc2c(c1)OCCO2)C(C)(C)CC
    -6	0	0.0	-3	-2	-3	0.9	4	-1
42. O=C(CCC1CCCCC1)NCc1ccc(F)cc1
    -6	-3	0.0	-2	-1	-2	2.1	0	-2
43. COC(=O)COc1ccc(S(=O)(=O)Nc2ccccc2C(=O)OC)cc1
    4	0	0.1	-6	-2	4	0.5	3	-4
44. COc1ccc(S(=O)(=O)N2CCC(N3CCCCC3)CC2)cc1
    -3	-4	-0.1	-1	9	9	0.5	5	-2
45. CCOC(=O)c1ccc(NC(=O)C2CCC(CNc3c(N4CCOCC4)c(=O)c3=O)CC2)cc1 (stereo not given)
    5	-2	-0.1	2	0	5	0.1	0	3
46. CC1(C)C(=O)OC(c2cccc([N+](=O)[O-])c2)C2(CCCCC2)C1=O (stereo not given)
    -4	-3	0.1	-3	8	-5	2.3	5	2
47. O=C(Nc1ccccc1Cl)c1ccc(COc2ccc3c(c2)CCC3)cc1
    0	0	-0.3	-6	-3	6	-0.9	6	-1
48. CCOC(=O)c1cccc(NC(=S)NCc2ccc(C)cc2)c1
    -1	-2	0.0	-3	-2	-6	2.5	0	4
49. CCc1ncc(CN2CCC(C(=O)Nc3ccc(-n4nc(C)cc4C)cc3)CC2)cn1
    3	4	0.1	1	2	-5	1.3	2	1
50. O=C(CN(C(=O)c1csnn1)c1cccc2ccccc12)NCc1ccccc1
    -4	4	0.1	-2	-4	-2	0.0	9	-2
51. O=c1[nH]c(SCC2CCCCO2)nc2ccccc12 (stereo not given)
    9	-1	-0.1	2	-1	2	-2.0	3	1
52. Cc1ccc(C(=O)NC(=S)Nc2ccc(CN3CCOCC3)cc2)cc1
    5	-2	0.1	-4	28	0	1.7	8	0
53. Clc1ccc(-c2nc(-c3cnccn3)no2)cc1
    6	-2	-0.1	-4	7	10	0.5	-3	-1
54. O=C(O)C1(c2ccccc2)CCN(S(=O)(=O)c2ccc(Cl)s2)CC1
    0	0	-0.1	-5	2	11	-1.9	2	0
55. Cn1c(NC(=O)c2cc(Cl)ccc2Cl)cc(=O)n(C)c1=O
    2	-3	0.1	-4	-8	7	0.6	-2	-1
56. Nc1nonc1C(=O)NCCNc1ncccc1[N+](=O)[O-]
    -1	5	-0.1	4	2	-8	0.8	-1	1
57. Cc1ccc(S(=O)(=O)NCC(=O)N(CC(=O)NCc2ccco2)Cc2ccc3c(c2)OCO3)cc1
    4	3	0.1	2	-9	6	3.8	3	-1
58. CCN(CC(=O)Nc1cccc(C#N)c1)CC(=O)Nc1cccc(OC)c1
    0	2	0.0	-5	8	-15	2.8	0	0
59. O=C1c2ccccc2C(=O)N1CCc1nc2ccccc2c(=O)n1CCCn1ccnc1
    7	-1	0.1	3	-17	5	2.8	1	-2
60. O=C(NCc1cccc(Cl)c1)c1ccc(-c2csnn2)cc1
    0	-2	-0.1	-2	1	-13	-0.3	-6	0

Continued:
Each structure is followed by: LYPLA2 counter	TPT1 inhibitor	Efflux pump mplx	PP1 inh	GASC-1 inh	PREPL inh	PP5 inh	core dimer inh	CTSL1 counter
61. CCOC(=O)c1ccc(NS(=O)(=O)c2ccc3c(c2)NC(=O)CCS3)cc1
    5	-3	0.3	0	0	-6	2.1	7	2
62. Cc1ccc(C(=O)NC2=NCCS2)cc1
    2	1	-0.2	-2	-9	2	-1.1	0	2
63. CCOc1ccccc1NC1=NC2CS(=O)(=O)CC2S1 (stereo not given)
    0	0	-0.1	-3	0	-4	0.7	-3	-2
64. Cc1cccc(OCC(=O)OC(C)C(=O)Nc2ccc(S(=O)(=O)N3CCCCC3)cc2)c1 (stereo not given)
    -30	-3	0.1	2	27	12	5.5	9	-20
65. COC(=O)c1ccc(C2C(Oc3ccc(OC)cc3)C(=O)N2CCc2ccc(OC)c(OC)c2)cc1 (stereo not given)
    -1	-2	-0.1	1	2	-8	2.5	2	1
66. N#Cc1ccc(NC(=O)CSc2nc3[nH]c(=O)cc(O)c3s2)cc1
    -1	.	0.2	5	3	22	1.7	.	.
67. O=C(Nc1ccccc1Sc1ccccc1)C1CCCO1 (stereo not given)
    -1	1	0.1	-1	10	8	4.4	4	-2
68. Cc1ccc(NC(=O)Cn2ncc3c([nH]c4ccccc43)c2=O)cc1Cl
    -15	-3	0.1	1	35	2	-1.3	3	3
69. O=C(CCSCc1cccc(F)c1)NCc1ccc(F)cc1
    3	0	0.0	-3	5	-1	-0.7	4	3
70. Cc1cc(C)n(C(=O)CCN2C(=O)c3ccccc3C2=O)n1
    0	-2	0.0	0	1	11	1.9	0	3
71. [C-]#[N+][C@H](O[C@@H]1O[C@H](CO)[C@@H](O)[C@H](O)[C@H]1O)c1ccccc1
    2	-2	-0.1	-1	-3	3	-0.6	-1	-3
72. CC1CCc2sc(C(=O)OC(C)C(=O)Nc3ncc(Cl)cc3Cl)cc2C1 (stereo not given)
    -1	5	0.2	0	1	16	-6.7	-10	-4
73. Cc1nc(-c2cccc(NC(=O)C3CCCCC3)c2)cs1
    -1	-2	0.0	0	4	-6	-2.1	-1	1

Not all compounds are listed; the hit share may differ from the screen's.
